IL1B NFkB pot = enhances IL-1B driven NFkB nuclear translocation; actives 0.3% (n = 94,000); HUVEC IL-1B NFkB p65 nuclear translocation imaging; AID 819; activation, % at 2 µM;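 active = activation above 40%, about the mean plus 3 SD, also judged a hit on visual image review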;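 note: percent activation is computed from the nuclear over cytoplasmic p65 intensity ratio; values of inactives mirror those of a sister screen read the other way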
PLAP inhibitors HTS = inhibition of human placental alkaline phosphatase – biochemical, luminescence, HTS (AID 690); one-dose inhibition, % at 20 µM; IC50 in µM for titrated hits; purified PLAP, luminescent substrate; higher % means a stronger effect; actives 0.08% (n = 96,000); in the data active = a potency from the dose series; inactive = the rest, 99 in 100 with inhibition below about 30%; note: strong numbers were not always called active
MRP reversal = compounds reversing MRP-mediated drug resistance; AID 602; actives 0.04% (n = 85,000); H69AR cells + 2 uM doxorubicin, CellTiter-Glo, 72 h; differential viability (reversal), % at 10 µM;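 active = viability drop by adding the cancer drug above about 55%, with treated viability meeting a 40% cutoff, limit read from the data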;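 note: viability without doxorubicin minus viability with 2 µM doxorubicin for each compound; larger differential means the compound sensitizes cells more to doxorubicin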
Bcl-B TR3 displacers = displacers of TR3 peptide from Bcl-B, primary screen, selectivity assay for Bfl-1 inhibitor project, biochemical, fluorescence polarization | FP displacement of FITC-TR3 peptide from Bcl-B; higher % means a stronger effect | one-dose displacement, % at 20 µM; IC50 in µM for titrated hits | actives 0.11% (n = 96,000);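 active = displacement above 50% at 20 µM plus a fluorescence interference ratio under 1.5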;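 note: plate controls were wells without compound for no effect and wells lacking Bcl-B protein for full effect; a part of the inactive calls stands beside numbers as strong as those of hits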
NFkB transloc inh = blocks IL-1B driven NFkB nuclear translocation in HUVEC cells; HUVEC IL-1B NFkB p65 nuclear translocation imaging; inhibition, % at 2 µM; actives 0.43% (n = 94,000);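 active = inhibition above about 30% together with a positive call from visual inspection of the well image, limit read from the data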;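 note: nuclear over cytoplasmic p65 intensity ratio measured by imaging; 0% = IL-1B stimulated DMSO wells and 100% = unstimulated DMSO wells; values of inactives mirror those of a sister screen read the other way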
MRP reversal cytotoxicity = recorded beside MRP reversal, whose call it bears; viability, %; H69AR cells, CellTiter-Glo, 72 h; measured here: cytotoxicity without doxorubicin
MRP reversal with doxorubicin = further read-out of MRP reversal, marked with its call; viability, %; measured here: viability with 2 uM doxorubicin; active compounds read low
NFkB transloc inh cell count 2 µM = recorded beside NFkB transloc inh, whose call it bears; cell count; measured here: cells passing quality filter;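 raw number of nuclei counted in each imaged well without normalization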
IL1B NFkB pot cell count 2 µM = recorded beside IL1B NFkB pot, whose call it bears; cell count; measured here: cells passing quality filter
* hit, by the source's call; / = no result given.

SMILES	IL1B NFkB pot	IL1B NFkB pot cell count 2 µM	PLAP inhibitors HTS	MRP reversal	MRP reversal cytotoxicity	MRP reversal with doxorubicin	Bcl-B TR3 displacers	NFkB transloc inh	NFkB transloc inh cell count 2 µM
CC(C)(C)c1ccc(OCC(O)CNC(=O)c2ccccc2C(=O)O)cc1 (stereo not drawn)	14	153	/	/	/	/	/	-14	153
CCOC(=O)CSc1nc2cc3c(cc2cc1CC)OCCO3	4	96	/	-9	52	61	/	-4	96
O=C(O/N=C\c1ccc(N2CCCCC2)c([N+](=O)[O-])c1)c1ccc(Cl)cc1Cl	7	103	2%	/	/	/	14%	-8	103
CSCCC(NC(=O)c1ccc(Cl)cc1)C(=O)NC(C)(C)C (stereo not drawn)	-6	141	-7%	/	/	/	-2%	6	141
C=CCN(CC=C)S(=O)(=O)c1ccc(NC(=S)NC(=O)c2ccco2)cc1	-8	185	18%	/	/	/	-1%	8	185
CCCSc1nc2c(c(=O)n1CC)SC(C)C2 (stereo not drawn)	-8	158	24%	18	91	73	-9%	8	158
CC(C)C(OC(=O)c1cccs1)C(=O)NCc1ccco1 (stereo not drawn)	17	166	-50%	10	96	86	-6%	-17	166
CCOC(=O)CSc1ncc(-c2ccccc2)cn1	-4	124	15%	/	/	/	-3%	4	124
COc1cccc(OCc2nnc(SCC(=O)OCc3ccccc3)o2)c1	12	145	13%	-7	98	104	-4%	-12	145
Cc1cc(Cl)ccc1NC(=S)NCc1cccs1	18	156	28%	-1	91	92	0%	-18	156
COc1ccc(/C=N/Nc2nc(N3CCCC3)nc(N3CCCC3)n2)cc1O	2	146	-15%	-2	81	83	-14%	-2	146
Cc1ccc(C23CC4CC(CC(CC(=O)N5CCOCC5)(C4)C2)C3)cc1	10	136	/	-7	78	85	/	-10	136
O=C(/C=C/c1ccc(Cl)cc1Cl)c1cccnc1	3	154	4%	0	1	1	-3%	-3	154
O=C(OCc1nc2ccccc2c(=O)[nH]1)c1cccs1	3	136	-8%	6	96	90	-7%	-3	136
N[C@@H](Cc1ccccc1)c1nnc(SCc2ccccc2Cl)o1	-10	145	-16%	/	/	/	-5%	10	145
Cc1c(O)c(CN2CCCCC2)cc2c3c(c(=O)oc12)CCC3	27	203	-3%	-12	74	86	-4%	-27	203
CCOC(=O)C(NC(=O)CCC(=O)Nc1ccc(S(N)(=O)=O)cc1)C(O)c1ccccc1 (stereo not drawn)	/	/	12%	-61	32	92	-1%	/	/
Cc1cc(S(=O)(=O)N2CCCC2)ccc1OCC(=O)N1CCOCC1	-6	104	-3%	-11	69	80	-3%	6	104
O=[N+]([O-])c1cc2c(cc1/C=N/Nc1nc(Nc3ccccc3)nc(N3CCCCC3)n1)OCO2	-4	150	6%	/	/	/	-7%	4	150
COc1ccccc1OCC(=O)Nc1ccc(O)cc1C(=O)O	0	168	2%	10	97	87	5%	0	168
CCOP(=O)(OCC)C(NCc1ccccc1)c1ccc(Br)cc1 (stereo not drawn)	-9	64	-93%	-2	100	102	2%	9	64
CC1(C)CC(=O)C(C=NCCN2CCN(C(=S)Nc3cccc(Cl)c3)CC2)=C(O)C1	21	131	-32%	/	/	/	-5%	-21	131
CCCCCOC(=O)C(C)c1c(C)[nH]c(=S)[nH]c1=O (stereo not drawn)	8	115	-4%	-7	84	90	6%	-8	115
CCC(C)(C(=O)NC1CCCCC1)N(C(=O)C1CCC(=O)N1)c1ccc(C)cc1 (stereo not drawn)	/	/	-56%	17	96	80	-8%	/	/
CCOC(=O)c1c(C)[nH]c(C(=O)COC(=O)CNC(=O)C2CCCCC2)c1C	8	147	-1%	-1	92	93	-12%	-8	147
CC(C)CCNC(=O)CCCOc1cc(=O)n(C)c2ccccc12	6	131	-2%	9	92	83	-12%	-6	131
CCN(CCNC(=O)C1CC(=O)N(CCc2ccccc2)C1)c1ccccc1 (stereo not drawn)	11	130	-37%	3	85	82	-5%	-11	130
CN1CC(=O)N(CC(=O)NCc2ccc(F)cc2)c2ccccc2C1=O	2	186	-36%	-2	91	93	-2%	-2	186
CCC(C)(C)c1nnc(NC(=O)c2ccc([N+](=O)[O-])cc2)s1	7	157	-16%	/	/	/	2%	-7	157
COc1cccc(C(=O)Nc2ccccc2C(=O)N2CCCC2)c1	7	202	10%	-2	94	96	-5%	-7	202
O=C1OCCC1Sc1nnc(-c2cccs2)n1Cc1ccccc1 (stereo not drawn)	/	/	-4%	17	92	76	0%	/	/
Nc1c(-c2cccc(Cl)c2)cnn1-c1cccc([N+](=O)[O-])c1	-6	118	11%	/	/	/	4%	6	118
COCCNC(=O)C1CC(=O)N(c2ccc(F)c(Cl)c2)C1 (stereo not drawn)	2	202	/	12	97	86	/	-2	202
CC(C)C(OC(=O)c1cccs1)C(=O)NC1CCCCC1 (stereo not drawn)	9	90	/	-4	101	106	/	-9	90
COc1ccc(S(=O)(=O)Nc2cccc(NC(C)=O)c2)cc1	23	183	-15%	-2	78	80	-7%	-22	183
O=C(c1cc(-c2ccccc2)nc2ccccc12)N1N=C(C(F)F)CC1(O)C(F)F (stereo not drawn)	14	142	-67%	/	/	/	2%	-14	142
O=C(Cn1cc2c(n1)CCCC2)NCc1ccccn1	/	/	-10%	2	91	89	51%	/	/
O=C(Cn1cc(/C=N/O)c2ccccc21)N1CCOCC1	2	179	-23%	1	108	108	-1%	-2	179
CCCNC(=O)CS(=O)Cc1nc(-c2ccccc2C)oc1C (stereo not drawn)	-15	166	-15%	11	97	86	-1%	15	166
CCSc1nc2c(c(=O)[nH]1)C(c1cccnc1)C(C(=O)OC)=C(C)N2 (stereo not drawn)	/	/	8%	13	88	75	-6%	/	/

Another view of 15 compounds above:
Structure | IL1B NFkB pot | IL1B NFkB pot cell count 2 µM | PLAP inhibitors HTS | MRP reversal | MRP reversal cytotoxicity | MRP reversal with doxorubicin | Bcl-B TR3 displacers | NFkB transloc inh | NFkB transloc inh cell count 2 µM
CCCCCOC(=O)C(C)c1c(C)[nH]c(=S)[nH]c1=O (stereo not drawn) | 8 | 115 | -4% | -7 | 84 | 90 | 6% | -8 | 115
CCC(C)(C(=O)NC1CCCCC1)N(C(=O)C1CCC(=O)N1)c1ccc(C)cc1 (stereo not drawn) | / | / | -56% | 17 | 96 | 80 | -8% | / | /
CCOC(=O)c1c(C)[nH]c(C(=O)COC(=O)CNC(=O)C2CCCCC2)c1C | 8 | 147 | -1% | -1 | 92 | 93 | -12% | -8 | 147
CC(C)CCNC(=O)CCCOc1cc(=O)n(C)c2ccccc12 | 6 | 131 | -2% | 9 | 92 | 83 | -12% | -6 | 131
CCN(CCNC(=O)C1CC(=O)N(CCc2ccccc2)C1)c1ccccc1 (stereo not drawn) | 11 | 130 | -37% | 3 | 85 | 82 | -5% | -11 | 130
CN1CC(=O)N(CC(=O)NCc2ccc(F)cc2)c2ccccc2C1=O | 2 | 186 | -36% | -2 | 91 | 93 | -2% | -2 | 186
CCC(C)(C)c1nnc(NC(=O)c2ccc([N+](=O)[O-])cc2)s1 | 7 | 157 | -16% | / | / | / | 2% | -7 | 157
COc1cccc(C(=O)Nc2ccccc2C(=O)N2CCCC2)c1 | 7 | 202 | 10% | -2 | 94 | 96 | -5% | -7 | 202
O=C1OCCC1Sc1nnc(-c2cccs2)n1Cc1ccccc1 (stereo not drawn) | / | / | -4% | 17 | 92 | 76 | 0% | / | /
Nc1c(-c2cccc(Cl)c2)cnn1-c1cccc([N+](=O)[O-])c1 | -6 | 118 | 11% | / | / | / | 4% | 6 | 118
COCCNC(=O)C1CC(=O)N(c2ccc(F)c(Cl)c2)C1 (stereo not drawn) | 2 | 202 | / | 12 | 97 | 86 | / | -2 | 202
CC(C)C(OC(=O)c1cccs1)C(=O)NC1CCCCC1 (stereo not drawn) | 9 | 90 | / | -4 | 101 | 106 | / | -9 | 90
COc1ccc(S(=O)(=O)Nc2cccc(NC(C)=O)c2)cc1 | 23 | 183 | -15% | -2 | 78 | 80 | -7% | -22 | 183
O=C(c1cc(-c2ccccc2)nc2ccccc12)N1N=C(C(F)F)CC1(O)C(F)F (stereo not drawn) | 14 | 142 | -67% | / | / | / | 2% | -14 | 142
O=C(Cn1cc2c(n1)CCCC2)NCc1ccccn1 | / | / | -10% | 2 | 91 | 89 | 51% | / | /

The listing continues:
SMILES	IL1B NFkB pot	IL1B NFkB pot cell count 2 µM	PLAP inhibitors HTS	MRP reversal	MRP reversal cytotoxicity	MRP reversal with doxorubicin	Bcl-B TR3 displacers	NFkB transloc inh	NFkB transloc inh cell count 2 µM
CCc1n[nH]c2c1/C(=N\O)CC(c1ccccc1)C2 (stereo not drawn)	9	183	-65%	-17	73	90	-4%	-9	183
O=C(NC1CCCc2ccccc21)c1ccc(Cl)nc1 (stereo not drawn)	-3	164	16%	-22	61	83	-3%	3	164
COc1ccccc1/C=N/Nc1nccnc1Cl	18	153	3%	-7	91	97	-5%	-18	153
CCC(c1nnc(SCC(=O)Nc2nnc(-c3ccccc3)o2)o1)N(C)C (stereo not drawn)	11	146	-34%	4	86	82	1%	-10	146
O=C(NCCCN1CCN(c2ccccc2F)CC1)C1CCN(S(=O)(=O)N2CCOCC2)CC1	-4	98	-46%	4	99	95	-7%	4	98
CC(C)Cn1c(NCCN(C)C)nc2c1c(=O)[nH]c(=O)n2C	0	175	-3%	24	104	80	6%	0	175
O=C1C=C(c2ccccc2)C(=O)N1Nc1ccccc1	4	174	7%	-1	1	2	5%	-4	174
Cc1nnc(SCC(N)=O)n1CC1CCCO1 (stereo not drawn)	1	91	26%	0	96	96	3%	-1	91
O=C(c1cccs1)N1CCN(S(=O)(=O)N2CCOCC2)CC1	3	101	13%	7	103	96	-3%	-3	101
CCOC(=O)C1C(=O)CC(C)(O)C(C(=O)OCC)C1c1ccc(Br)o1 (stereo not drawn)	6	135	-55%	11	76	66	1%	-6	135
COc1ccc(CN2CCN(S(=O)(=O)c3ccc(F)cc3)CC2)cc1OC	0	119	-20%	7	96	89	1%	0	119
COC(=O)c1ccc(CSc2ncnc3c2nnn3-c2ccc(F)cc2)o1	20	119	5%	1	96	95	3%	-20	119
Cc1nn(C(=O)c2ccccc2)c2c1C(=O)CC(C)(C)C2	15	172	4%	0	93	93	-6%	-16	172
Cc1cccc(N2CCN(CC(=O)Nc3ccc(-n4cnnn4)cc3)CC2)c1C	-17	146	-3%	-13	89	102	0%	17	146
N#Cc1cnn(CC2CCCCC2)c1N	/	/	-4%	3	101	98	11%	/	/
COC(=O)c1cc(-c2cccc(OC)c2)on1	7	95	-12%	/	/	/	11%	-7	95
Cc1ccc(S(=O)(=O)Nc2cccc(C(=O)Nc3cc(C)ccn3)c2)cc1	19	169	10%	/	/	/	6%	-19	169
CC(C)(C)NC(=O)NC(=O)COC(=O)CNC(=O)c1cccc(F)c1	8	90	-16%	/	/	/	9%	-8	90
COC(=O)c1ccccc1OCc1cccc(C)n1	4	143	16%	-3	96	100	0%	-4	143
CCOc1ccc(C(=O)N[C@H](C(=O)O)C(C)C)cc1	34	199	0%	6	83	78	-3%	-34	199
O=C(Nc1ccc(Cl)cn1)c1cccnc1	19	186	-7%	-21	55	76	-5%	-19	186
O=C(OCc1ccccc1Cl)c1cccnc1Cl	18	130	19%	/	/	/	-4%	-18	130
CC1(C)Nc2ccccc2N(CCC(=O)N2CCOCC2)C1=O	-16	173	-21%	-4	95	99	-13%	16	173
Cc1ccc(Nc2cc(-n3cccn3)ncn2)c(C)c1	15	163	19%	16	95	79	10%	-15	163
CC(=O)c1cc(C#N)c(Oc2ccc(F)cc2)nc1C	1	131	10%	/	/	/	5%	-1	131
COc1ccc(O)c(C(=O)/C=C/c2cc3ccccc3o2)c1	2	92	/	/	/	/	/	-2	92
Cc1cc(=O)c2cccc(Br)c2[nH]1	-30	10	/	-5	94	99	/	30*	10*
Cc1cc(C)c(S(=O)(=O)N(C)CC(N)=O)c(C)c1	20	151	-6%	34	95	62	3%	-20	151
Clc1cccc(Oc2ncc(CN3CCOCC3)s2)c1	19	136	7%	/	/	/	-5%	-19	136

These rows are one share of the data; count on the stated rates, not on these rows.
